Bioassay records (PubChem BioAssay)
FAS-TE inh = blocks the thioesterase domain of human fatty acid synthase | P49327 | recombinant FAS-TE, OMFH fluorogenic substrate, fluorescence endpoint | inhibition, % at 15 µM | 360,000 compounds, 0.67% hits | AID 602261;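 active means compounds whose normalised, plate-corrected inhibition of enzyme fluorescence in the single-dose primary screen is 50% or more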;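 further: 0% = DMSO with enzyme and 100% = substrate without enzyme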
MT1-MMP act inh = blocks activation of human MT1-MMP; HT1080 RFP-PRO-GFP cells, GFP/RFP ratio fluorescence, overnight; percent of plate control window, DMSO zero; P50281; GFP/RFP ratio change, % at 20 µM; AID 651647; 360,000 compounds, 0.061% hits;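 active means GFP/RFP ratio change of at least 30% with cell ATP level not reduced by more than half and red fluorescence within 50% of control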; further: strong numbers were not always called active
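Test system: HT1080 cells expressing an RFP-PRO-GFP fluorescent reporter construct / Compound dosing: single-point 20 µM compound, 1% DMSO / Schedule: cells overnight before dosing, compound overnight, 37 °C, 5% CO2 / Evaluation: GFP/RFP fluorescence ratio / Control set: DMSO and RFP-L50D-GFP cell wells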
bovine MsrA act = bovine methionine sulfoxide reductase A activation; activation, % at 10.6 µM; purified bovine MsrA, absorbance read-out; 360,000 compounds, 0.3% hits; in the data active means activation above about 7.5%;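 further: 0% = vehicle and 100% = reference activator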
MLLE-PAM2 inh = inhibitors of microRNA-mediated deadenylation, human PABP1 MLLE binding; P11940; GST-MLLE / FITC-PAM2 fluorescence polarization; inhibition, % at 20 µM; 360,000 compounds, 0.36% hits; in the data active means inhibition above about 35%, passing the limit was not always enough;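 further: plate controls were DMSO wells with GST-MLLE for no effect and wells lacking GST-MLLE protein for full effect; some results filed as inactive read as strong as hits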
SKN-1 inh = C. elegans SKN-1 inhibition; AID 624304; 360,000 compounds, 0.49% hits; C. elegans VP596 Pgst-4::GFP/RFP ratio, acrylamide-induced, 24 h; inhibition, % at 21.8 µM;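 active means interference check ratio from 0.5 to 1.5 plus GFP to RFP signal ratio inhibition reaching or exceeding a fixed threshold, cut at about 30% in these data, passing the limit was not always enough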; further: some compounds called inactive have numbers as strong as hits
eLon inh = inhibitors of E. coli Lon protease. P0A9M0. purified E. coli Lon protease, fluorescence polarization. inhibition, % at 7.94 µM. 360,000 compounds, 0.42% hits; in the data active means inhibition above about 13%, passing the limit was not always enough;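 further: 0% = enzyme with probe and DMSO and 100% = no enzyme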
NRP1-CendR mod = NRP-1/CendR interaction modulation; AID 602438; 360,000 compounds, 0.85% hits; FAM-RPARPAR peptide binding to NRP-1, fluorescence polarization; O14786; inhibition, % at 25 µM;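 active means inhibition or corrected inhibition above about 18%, plus a signal ratio from 0.5 to 1.5, limit read from the data, passing the limit was not always enough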; further: strong numbers were not always called active
Target sequence (O14786 whole entry, looked up): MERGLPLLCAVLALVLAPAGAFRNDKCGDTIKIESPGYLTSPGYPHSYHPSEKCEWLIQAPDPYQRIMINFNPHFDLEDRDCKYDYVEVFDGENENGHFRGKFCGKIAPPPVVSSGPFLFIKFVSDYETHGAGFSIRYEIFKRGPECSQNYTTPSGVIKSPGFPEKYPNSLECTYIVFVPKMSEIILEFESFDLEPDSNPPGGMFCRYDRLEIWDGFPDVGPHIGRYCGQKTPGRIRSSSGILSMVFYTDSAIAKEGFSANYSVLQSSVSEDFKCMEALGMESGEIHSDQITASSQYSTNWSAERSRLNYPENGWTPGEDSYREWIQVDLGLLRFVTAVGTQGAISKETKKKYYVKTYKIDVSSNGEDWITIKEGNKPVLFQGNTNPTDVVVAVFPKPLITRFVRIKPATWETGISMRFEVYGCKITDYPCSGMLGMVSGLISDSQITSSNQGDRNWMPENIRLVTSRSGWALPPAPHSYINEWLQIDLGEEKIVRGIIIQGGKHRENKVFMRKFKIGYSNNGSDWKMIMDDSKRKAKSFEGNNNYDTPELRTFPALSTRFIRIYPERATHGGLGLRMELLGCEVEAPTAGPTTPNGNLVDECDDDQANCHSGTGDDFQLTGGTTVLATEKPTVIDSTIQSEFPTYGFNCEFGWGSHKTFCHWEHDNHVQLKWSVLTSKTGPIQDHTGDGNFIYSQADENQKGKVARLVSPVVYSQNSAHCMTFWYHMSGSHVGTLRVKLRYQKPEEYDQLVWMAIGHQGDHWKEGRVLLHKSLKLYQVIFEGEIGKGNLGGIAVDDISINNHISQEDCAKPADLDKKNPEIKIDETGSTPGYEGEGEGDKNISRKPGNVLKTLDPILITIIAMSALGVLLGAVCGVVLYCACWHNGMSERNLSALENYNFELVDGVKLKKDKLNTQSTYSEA
MsrA inhibitor = bovine MsrA inhibition; purified bovine MsrA, absorbance read-out; inhibition, % at 15.5 µM; 360,000 compounds, 0.75% hits; AID 651718; in the data active means inhibition above about 4.5%;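 further: 0% = vehicle wells with enzyme and 100% = reference inhibitor wells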
Tb MetRS inh = Trypanosoma brucei MetRS inhibition | inhibition, % at 11.9 µM | 360,000 compounds, 0.4% hits | purified T. brucei MetRS, ATP depletion, Kinase-Glo luminescence | AID 624268;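 active means inhibition above a per-plate cutoff of the control wells' mean inhibition plus 3 SD, cut at about 5.5% in these data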;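 further: 0% = DMSO wells median and 100% = median of wells with control inhibitor compound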
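assay system = parasite MetRS enzyme | timing = 15 min preincubation, 2 h reaction, all 25 °C | evaluation = percent inhibition relative to median high and low control wells | medium = HEPES buffer containing pyrophosphatase, BSA, spermine, DTT | compound = single dose, 11.9 µM final nominal, 0.9% final DMSO | detection = Kinase-Glo luminescence, ATP depletion format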
Active calls of the source: *; i = inactive; / = no result given.

SMILES | FAS-TE inh | MT1-MMP act inh | bovine MsrA act | MLLE-PAM2 inh | SKN-1 inh | eLon inh | NRP1-CendR mod | MsrA inhibitor | Tb MetRS inh
Cc1cc(NC(=O)CSc2nnc(-c3ccc(Br)o3)n2Cc2ccccc2)no1 | 0 | 3 | 1 | -95 | -1 | 0 | -2 | 0.2 | -0.6
Cc1c(Cl)cccc1NC(=O)CN(C1CCCCC1)S(C)(=O)=O | 2 | -4 | -9 | -12 | 10 | 1 | -10 | 0.7 | -1.0
COC(=O)c1ccc(NC(=S)N2CCN(Cc3ccccc3Cl)CC2)cc1 | 20 | -3 | -4 | -103 | -23 | -12 | 11 | 0.9 | -0.5
OCC[C@@H]1C[C@@H](O)[C@H](O)[C@]2(Cc3ccccc3CCO2)O1 | -9 | 4 | -7 | 4 | -1 | -1 | 7 | 0.0 | -0.3
COc1cccc(OCCn2cccc2/C=C2/C(=N)N3OC(C)=CC3=NC2=O)c1 | -2 | 2 | -2 | -1 | 2 | 2 | 3 | -1.2 | -0.7
CC1=C(C(=O)N(C(C)C)C(C)C)CC(CC(=O)NC(c2ccccc2)c2ccccc2)C(=O)N1CCC1=CCCCC1 (stereo not given) | 19 | -22 | -1 | 1 | -10 | -4 | -4 | -1.5 | 0.3
COc1ccc(NC(C)C(=O)N/N=C/c2ccccc2OCc2ccc(Br)cc2)cc1 (stereo not given) | 19 | 0 | -2 | -17 | 19 | -5 | 22* | 2.6 | -0.3
COc1ccccc1NC(=O)Cn1cnc2c(oc3ccccc32)c1=O | -2 | 2 | 0 | -11 | -8 | -5 | -7 | -0.4 | 0.2
COc1ccc(-c2nc3ccc(Br)cn3c2Cc2cccc(F)c2)cc1OC | 10 | 0 | -3 | -9 | 12 | -1 | -4 | 0.1 | 0.1
CCN(CC)CC(=O)N1CCCC(C(=O)c2ccccc2OC)C1 (stereo not given) | -10 | -1 | -2 | 1 | 1 | -3 | 2 | 1.1 | -0.6
O=CNCC(=O)NC1CCCCCC1 | -10 | -4 | -2 | -3 | 12 | 6 | 10 | 1.4 | -0.4
COC(=O)C[C@H]1c2ccc(C(F)(F)F)cc2S(=O)(=O)N1Cc1ccccc1 | 4 | 1 | 1 | 12 | 6 | -2 | 16 | -0.8 | 0.3
CC(NS(=O)(=O)c1ccc([N+](=O)[O-])cc1)C(c1cccs1)N1CCOCC1 (stereo not given) | 5 | -2 | -3 | -1 | 18 | 5 | -11 | 0.7 | -0.5
O=C(Nc1ccc2ncccc2c1)c1ccccc1Cl | -10 | 0 | -11 | -132 | -12 | -3 | -4 | -0.1 | -0.6
O=C(Cn1cc(CNC(=O)C2CCCCC2)nn1)Nc1cc(C(F)(F)F)ccc1Cl | -2 | 5 | -2 | 11 | 17 | -3 | 1 | -0.3 | -0.2
CC(C)(C)NC(=O)CSc1nnc(Cc2ccc3c(c2)OCO3)n1C1CCCCC1 | -2 | 3 | -1 | -9 | 1 | 7 | -4 | 0.1 | -0.3
COc1ccccc1N1CCN(C(=S)Nc2cccc(C)c2)CC1 | -1 | -3 | -4 | -114 | -2 | -14 | 8 | 0.3 | -0.3
Cn1c(Oc2ccc(F)cc2F)c(C=O)c2ccccc21 | 10 | -1 | 0 | 6 | -4 | 3 | -5 | 0.2 | 2.8
COc1cc2[nH]c(=S)n(N(C(C)=O)C(C)=O)c(=O)c2cc1OC | -3 | 1 | -3 | 18 | 15 | 5 | -2 | 2.1 | -0.5
N#Cc1c(-c2ccccc2)nc(N2CCN(Cc3ccccc3)CC2)[nH]c1=O | 0 | 2 | -3 | -6 | 4 | 1 | 11 | 1.8 | -0.5

Quoted at random: two compounds from above.
SMILES | FAS-TE inh | MT1-MMP act inh | bovine MsrA act | MLLE-PAM2 inh | SKN-1 inh | eLon inh | NRP1-CendR mod | MsrA inhibitor | Tb MetRS inh
N#Cc1c(-c2ccccc2)nc(N2CCN(Cc3ccccc3)CC2)[nH]c1=O | 0 | 2 | -3 | -6 | 4 | 1 | 11 | 1.8 | -0.5
Cc1cc(NC(=O)CSc2nnc(-c3ccc(Br)o3)n2Cc2ccccc2)no1 | 0 | 3 | 1 | -95 | -1 | 0 | -2 | 0.2 | -0.6

Record cards, from the list above.
COC(=O)C[C@H]1c2ccc(C(F)(F)F)cc2S(=O)(=O)N1Cc1ccccc1 in the list: FAS-TE inh: 4; MT1-MMP act inh: 1; bovine MsrA act: 1; MLLE-PAM2 inh: 12; SKN-1 inh: 6; eLon inh: -2; NRP1-CendR mod: 16; MsrA inhibitor: -0.8; Tb MetRS inh: 0.3
CC1=C(C(=O)N(C(C)C)C(C)C)CC(CC(=O)NC(c2ccccc2)c2ccccc2)C(=O)N1CCC1=CCCCC1 (stereo not given) in the list: FAS-TE inh: 19; MT1-MMP act inh: -22; bovine MsrA act: -1; MLLE-PAM2 inh: 1; SKN-1 inh: -10; eLon inh: -4; NRP1-CendR mod: -4; MsrA inhibitor: -1.5; Tb MetRS inh: 0.3

Other structures
SMILES | FAS-TE inh | MT1-MMP act inh | bovine MsrA act | MLLE-PAM2 inh | SKN-1 inh | eLon inh | NRP1-CendR mod | MsrA inhibitor | Tb MetRS inh
NS(=O)(=O)c1ccc(CNC(=O)c2cc(-c3ccccc3)nc3ccccc23)cc1 | 1 | 2 | -1 | -36 | 1 | -3 | -14 | 0.0 | 0.2
Cc1cc(NC(=S)N(Cc2ccc(Cl)cc2)Cc2ccc(C(=O)O)cc2)ccc1Cl | 44 | 16 | -2 | -26 | 11 | 1 | 11 | -0.6 | 0.8
O=C(Nc1ccc(C(=O)O)cc1)/C(=C\c1ccccc1)NC(=O)c1ccccc1 | -3 | -5 | -1 | -5 | -9 | -2 | -6 | -1.1 | 0.3
N#CC(c1ccc(Cl)cc1)c1ccc2c(C(F)(F)F)cc(C(F)(F)F)nc2n1 (stereo not given) | 18 | -17 | -1 | 16 | 37* | 0 | -6 | -0.9 | -0.1
CCCN1Cc2cccc(C(=O)NC(CC(=O)OCC)c3ccc(OC(C)C)cc3)c2C1=O (stereo not given) | 26 | -6 | 0 | -1 | -25 | -13 | 6 | 0.1 | -0.6
O=C(COc1ccc(Br)cc1CO)Nc1ccc(S(=O)(=O)N2CCCCC2)cc1 | 23 | 2 | -2 | 9 | -14 | -1 | 25* | -0.2 | -0.3
COc1cc(CN2CCC(C(=O)N3CCCC(C)C3)CC2)cc(Br)c1O (stereo not given) | -9 | -3 | 6 | 12 | -4 | -1 | -12 | -1.2 | -0.5
CC(=O)c1nn(-c2ccc(Cl)cc2)cc1C(=O)c1ccc(C)cc1 | 1 | 3 | -2 | 11 | 5 | 8 | -5 | 0.4 | -0.2
Cc1cc([N+](=O)[O-])nn1CC(=O)Nc1nccs1 | -11 | 14 | -4 | 9 | 5 | -4 | -6 | 0.1 | -0.8
C=C1CCN([C@@H](CC(C)C)C(=O)NCc2ccc(Cl)c(Cl)c2)S(=O)(=O)c2ccccc21 | 24 | -7 | -2 | 8 | -4 | 9 | 32* | 0.0 | -0.4
CC(C)(C)C(=O)Nc1cccc(OC(F)(F)C(F)Cl)c1 (stereo not given) | 8 | -1 | -4 | 2 | -4 | -2 | -2 | -0.5 | -0.3
Cc1ccc2[nH]c(=O)c(CN(Cc3ccc4c(c3)OCO4)Cc3nnnn3C3CCCC3)cc2c1 | 21 | -10 | -11 | -12 | 8 | -1 | 20 | 0.5 | 0.4
COC(=O)C1=C(N)Oc2cc(C)n(CCCn3ccnc3)c(=O)c2C1c1ccc(Cl)cc1 (stereo not given) | -13 | -3 | 0 | -4 | 5 | 2 | -8 | 0.5 | 0.4
O=C(NCCOc1nc(N2CCOCC2)nc(N2CCOCC2)n1)Nc1ccc(Cl)cc1 | -1 | 1 | -4 | 8 | 3 | -4 | -13 | 0.5 | -0.5
COc1ccc(/C=c2\s/c(=C/C(=O)c3ccc(C)cc3)[nH]c2=O)cc1OC | -8 | -94 | -2 | -134 | 15 | i | 36 | -0.2 | -0.3
CC1CCc2c(sc(NC(=O)Cn3nc(C(F)(F)F)c4c3CCCCC4)c2C#N)C1 (stereo not given) | -2 | -2 | -1 | 27 | 3 | 13 | -14 | -0.2 | -1.3
COc1ccc(-c2cc(C)no2)cc1S(=O)(=O)NCC(C)c1ccccc1 (stereo not given) | 15 | 1 | -2 | -8 | -2 | -3 | 11 | -0.5 | -0.1
CCCCOC(=O)c1c(C)oc2ccc(NS(=O)(=O)c3ccc4c5c(cccc35)C(=O)N4)cc12 | 49 | -3 | -6 | -15 | 12 | 1 | -8 | 0.1 | -0.6
COc1cccc(NC(=O)CN(C)CC(=O)Nc2ccc3c(c2)CCC3)c1 | 4 | -4 | -2 | 15 | -8 | -2 | -7 | 0.0 | 0.0
COc1ccc(Cl)cc1NC(=O)C1CCCN(c2ncnc3c2nc2n3CCCCC2)C1 (stereo not given) | 22 | 2 | -1 | 1 | -10 | 3 | 4 | -0.6 | -0.1
CC(=O)c1ccc(S(=O)(=O)NCc2nnnn2-c2ccccc2)cc1 | -4 | 0 | -3 | 12 | 7 | -8 | -12 | 0.6 | 0.1
CCCS(=O)(=O)c1nc(S(=O)(=O)c2ccc(C)cc2)c(N2CCCC(C)C2)s1 (stereo not given) | 27 | -6 | -3 | -8 | 1 | 10 | -2 | 0.9 | -0.3
CC(C)C(C(=O)OCC(=O)c1ccc2c(c1)NC(=O)CO2)N1C(=O)c2ccccc2C1=O (stereo not given) | 3 | 1 | -2 | 1 | 34 | 8 | 4 | -0.4 | 0.4
Cn1nc(C(=O)NCc2ccc(F)cc2)cc1C(=O)NCc1ccc(F)cc1 | 1 | -2 | 0 | 6 | -1 | -6 | -2 | -0.6 | 0.7
CCN(CC)c1ccc(NC(=O)c2c(C)noc2C)cc1 | -2 | 0 | -1 | -7 | 12 | -6 | 16 | -0.1 | -0.4
CC(C)CCNC(=O)c1ccc2c(Cl)c3c(nc2c1)CCC3 | 19 | 0 | 0 | 2 | 8 | -7 | -19 | -0.5 | -0.9
CC(=O)c1ccccc1Oc1cc(NN2CCCCC2)c([N+](=O)[O-])cc1[N+](=O)[O-] | 20 | 0 | -2 | -13 | 11 | -5 | 2 | 1.8 | -0.3
Cc1cccc(C)c1NC(=O)C1(C)CSCC(=O)N1Cc1cccs1 (stereo not given) | / | 7 | / | / | -12 | / | 6 | 0.1 | -0.1
O=[N+]([O-])c1cccn2cc(-c3ccc(Br)cc3)nc12 | 4 | 0 | -7 | -10 | -14 | -9 | -5 | 0.2 | 0.6
Cc1ccc(Cn2c(=N)c(C(=O)NC3CCCC3)cc3c(=O)n4ccccc4nc32)cc1 | 16 | -11 | -3 | -14 | 3 | -4 | -33 | / | -0.1
C=CCNC(=O)c1onc(CSc2ccccn2)c1C(=O)NCC=C | -4 | 2 | -6 | 2 | 2 | -7 | 6 | 0.9 | -0.3

Look-ups from the entries so far:
MsrA inhibitor, CC(=O)c1nn(-c2ccc(Cl)cc2)cc1C(=O)c1ccc(C)cc1 reads 0.4
FAS-TE inh, O=CNCC(=O)NC1CCCCCC1 reads -10

An excerpt from above in order of the NRP1-CendR mod value, lowest first.
mol | NRP1-CendR mod
CC(NS(=O)(=O)c1ccc([N+](=O)[O-])cc1)C(c1cccs1)N1CCOCC1 (stereo not given) | -11
COc1cccc(NC(=O)CN(C)CC(=O)Nc2ccc3c(c2)CCC3)c1 | -7
COC(=O)c1ccc(NC(=S)N2CCN(Cc3ccccc3Cl)CC2)cc1 | 11
COc1ccc(/C=c2\s/c(=C/C(=O)c3ccc(C)cc3)[nH]c2=O)cc1OC | 36
